Assay outcomes deposited in PubChem by National Center for Advancing Translational Sciences (NCATS).
B2AR arrestin – qHTS assay of beta-arrestin-biased ligands of beta2-adrenergic receptor; Beta-2 adrenergic receptor (Homo sapiens), P07550; beta-arrestin recruitment to beta2AR, cell-based reporter; Potency, µM (series often up to 46.1 µM), inactives show top-dose activation, usual class: activators; 330,000 compounds, 0.02% hits; AID 492947, 2010;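 note: potency is the fitted concentration of half-maximal effect; 0% = DMSO controls and full agonism = EC100 isoproterenol or metaproterenol; nearly all actives have a fitted effect of over 65% in size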
Target sequence (P07550 whole entry, looked up): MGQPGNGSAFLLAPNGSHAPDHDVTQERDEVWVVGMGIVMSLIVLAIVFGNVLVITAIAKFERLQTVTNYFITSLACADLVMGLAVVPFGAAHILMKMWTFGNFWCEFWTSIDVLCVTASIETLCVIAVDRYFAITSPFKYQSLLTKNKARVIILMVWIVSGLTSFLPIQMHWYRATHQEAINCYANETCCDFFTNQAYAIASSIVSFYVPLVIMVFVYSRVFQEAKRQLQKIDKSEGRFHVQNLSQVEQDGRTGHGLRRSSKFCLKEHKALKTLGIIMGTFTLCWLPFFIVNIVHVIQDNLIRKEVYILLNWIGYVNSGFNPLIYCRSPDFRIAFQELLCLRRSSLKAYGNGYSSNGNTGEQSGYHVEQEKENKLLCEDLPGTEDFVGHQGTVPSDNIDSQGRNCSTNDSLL
ELG1 repair inh – qHTS screen for small molecules that inhibit ELG1-dependent DNA repair in human embryonic kidney (HEK293T) cells expressing luciferase-tagged ELG1; HEK293T ELG1-luciferase reporter, luminescence, 16 h; DNA damage induced by 5-fluorouridine; Potency, µM (top dose mostly 46.1 µM), inactives show top-dose activity change, negative = inhibition, actives largely listed as inhibitors; 330,000 compounds, 2.3% hits; note: potency is the fitted concentration of half-maximal effect; % is set by controls: 0 for no effect and ±100 for the full control effect; nearly all actives have a fitted effect of over 55% in size
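Cells (2,000 per well) received 5-fluorouridine plus test compound or DMSO and were incubated 16 hr at 37 °C, 5% CO2. Luciferase activity was read by luminescence 30 min after ONE-Glo addition; signal suppression marked inhibition of damage-induced ELG1 function.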
CXXC DNA block – qHTS Fluorescence Polarization Assay for Inhibitors of MLL CXXC domain - DNA interaction; Potency, µM (top dose mostly 115 µM), inactives show at the highest dose activity change, negative = inhibition, hits mostly inhibitors; MLL-CXXC / FITC-HOXA9 DNA fluorescence polarization; Histone-lysine N-methyltransferase 2A (Homo sapiens), Q03164; 290,000 compounds, 0.037% hits; active = well fitted inhibition curve with a large enough effect in the polarisation, with a control signal flat, not every such curve was filed as active; inconclusive = small, poorly fitted or top-dose-only effect, or effect the other way, or a change in a side signal; inactive = no such curve, though single readings can be large or run the other way; the % refers to the polarisation; note: potency is the fitted concentration of half-maximal effect
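Fluorescence polarization: 7 uM MLL-CXXC (stock) preincubated 5 min with compounds, then 50 nM fluorescein-HOX-A9 DNA (stock) added; 30 min ambient. Buffer 50 mM Tris-HCl pH 7.5, 50 mM NaCl, 1 mM DTT, 0.05% BSA.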
A-T KAP1 phos – qHTS Assay for Identifying a Potential Treatment of Ataxia-Telangiectasia | […] A-T fibroblasts, KAP-1 phosphorylation AlphaLISA; neocarzinostatin DNA damage 30 min before lysis | Potency, µM (highest dose often 57.5 µM), for the others: at the top dose activation, hits mostly activators | 320,000 compounds, 0.19% hits | AID 485349, 2010; note: potency is the fitted concentration of half-maximal effect; % of control where 0% means no effect; nearly all actives have a fitted effect of over 45% in size
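ATM-like activity read as KAP-1 phosphorylation via AlphaLISA donor/acceptor antibody pairs after lysis and 6 hr at 25C. Cells were ATM-null patient fibroblasts ([…], hTERT), dosed 60 min, then exposed to the DSB inducer NCS for 30 min.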
TSG101-PTAP inh – qHTS Assay for Iinhibitors of HIV-1 Budding by Blocking the Interaction of PTAP/TSG101; Tumor susceptibility gene 101 protein (Homo sapiens), Q99816; Fluorescence polarization, FITC-PTAP peptide / Tsg101 binding; Potency, µM (titrated, usually from 115 µM), without a hit: at the highest dose activity change, negative = inhibition, actives largely listed as inhibitors; 340,000 tested, under 10 active; AID 493005, 2010; active = well fitted inhibition curve with a large enough effect in the main read-out, with a control signal flat, not every such curve was filed as active; inconclusive = small, poorly fitted or top-dose-only effect, or effect the other way, or a change in a side signal; inactive = no such curve, though single readings can be large or run the other way; note: potency is the fitted concentration of half-maximal effect; % of control where 0% means no effect
Target sequence (Q99816 whole entry, looked up): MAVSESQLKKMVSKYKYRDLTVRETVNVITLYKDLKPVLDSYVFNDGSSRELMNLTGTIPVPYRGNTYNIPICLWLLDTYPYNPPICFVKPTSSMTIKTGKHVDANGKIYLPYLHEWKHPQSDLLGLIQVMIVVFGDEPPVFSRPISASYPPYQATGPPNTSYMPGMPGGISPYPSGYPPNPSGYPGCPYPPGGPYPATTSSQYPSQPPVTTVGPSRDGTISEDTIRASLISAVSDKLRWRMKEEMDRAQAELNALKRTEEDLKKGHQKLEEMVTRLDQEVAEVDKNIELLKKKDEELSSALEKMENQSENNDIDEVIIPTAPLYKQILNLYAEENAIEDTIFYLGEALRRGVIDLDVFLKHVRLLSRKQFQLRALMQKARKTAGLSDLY
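Compounds were pin-transferred onto Tsg101 binding domain (10 uM final) in HEPES pH 7.5 buffer, then FITC-PTAP peptide was added at 50 nM final. After 20 min at RT, polarization reported peptide displacement across a qHTS concentration series.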
p53 reactivator – qHTS assay for re-activators of p53 using a Luc reporter; 320,000 compounds, 0.063% hits; Potency, µM (series often up to 92.2 µM), without a hit: at the highest dose activity change, positive = activation, actives largely listed as activators; AID 504706, 2011; H1299 p53-A138V BP100-luciferase reporter, luminescence, 24 h; note: potency is the fitted concentration of half-maximal effect; % of control where 0% means no effect; nearly all actives have a fitted effect of over 45% in size
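H1299 (p53-null), stable ts p53-A138V + BP100-Luc; 1000 cells/well, Opti-MEM/10% FBS; cpd 4 pt, 1:5; 24 h, 37 deg C, 5% CO2; detection reagent 10 min RT; luminescence.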
TCR activator – Activators of T cell receptors: qHTS campaign; primary human leukocytes, anti-CD3, IL-2 HTRF, 48 h; Potency, µM (top dose mostly 9.22 µM), without a hit: top-dose activation of IL-2 secretion, usual class: activators; 330,000 tested, under 10 active; note: % of control where 0% means no effect
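IL-2 produced over 48 hr by a-CD3 bead-stimulated primary human leukocytes exposed to compounds was detected with a homogeneous time-resolved FRET immunoassay, 665nm acceptor signal after 320nm excitation.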
BRCA1 expr act – qHTS Assay to Identify Small Molecule Activators of BRCA1 Expression | Potency, µM (doses to about 46.1 µM), for inactives: at the top dose activation, actives largely listed as activators | MCF7-BRCA1-FFLuc reporter, luminescence, 48 h; response scale: scaled: vehicle 0%, 10 µM genistein 100% | 380,000 compounds, 1.1% hits; note: potency is the fitted concentration of half-maximal effect; nearly all actives have a fitted effect of over 80% in size; some results filed as inactive show a strong effect at the top dose
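MCF7-BRCA1-FFLuc cells, 2000/well in phenol-red-free MEM, attached 2 h then treated 48 h at 37 C. Luciferase luminescence read 15 min after reagent; normalized to genistein maximum activation (10microM) and DMSO, concentration-response fitted.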
Integrin act MD – qHTS for Activators of Integrin-Mediated Alleviation for Muscular Dystrophy; 350,000 compounds, 0.064% hits; Potency, µM (top dose mostly 38.3 µM), for inactives: at the top dose activation, actives largely listed as activators; alpha7betagal myoblasts, beta-gal FDG fluorescence, 48 h;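 note: potency is the fitted concentration of half-maximal effect; 100% = response of the positive control SU9516; nearly all actives have a fitted effect of over 60% in size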
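Alpha7betagal+/- myoblasts (passage 13) were plated 16-24 hr, then exposed to compounds (1:260 dilution of DMSO stock) for 48 hours at 37C. After MPER lysis, β-galactosidase reporter activity was read as FDG fluorescence (ex 480/em 540) after 30 minutes.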
TRPV1 agonist – HTS Assay for Compounds that Act as Agonists of the Vanilloid Receptor 1 | Transient receptor potential cation channel subfamily V member 1 (Homo sapiens), Q8NER1 | TRPV1-expressing cells, Fluo-8 calcium influx, agonist mode | activation, % at 8.33 µM | 320,000 compounds, 0.19% hits | AID 540275, 2011; in the data active = activation above about 80%; inconclusive = between about 30% and that limit; note: 0% is about no effect
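Cells expressing TRPV1 were dye-loaded with Fluo-8 and read kinetically: 10 s baseline, 3 min after compound (agonist portion), then 2 min after EC20 capsaicin (allosteric enhancer portion). Calcium-bound dye fluorescence at 480/520 nm.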
Numbers without * were called inactive; ? = inconclusive; nt = no result given; [ ] = remark or other dose. Unless noted, calls come from the whole dose curve; as a rule, active = well fitted curve in the direction sought with a large enough effect; inconclusive = small, poorly fitted or top-dose-only effect, or another doubt; inactive = no such curve, though single readings can be large; an effect the other way counts as inactive or inconclusive. Some of the compounds tested. The share of hits here may be higher or lower than overall.

SMILES	B2AR arrestin	ELG1 repair inh	CXXC DNA block	A-T KAP1 phos	TSG101-PTAP inh	p53 reactivator	TCR activator	BRCA1 expr act	Integrin act MD	TRPV1 agonist
Cc1onc(-c2c(Cl)cccc2Cl)c1/C(N)=N/OC(=O)N(C)C	-0.5%	?	-5%	-1%	3%	0%	-21%	-19%	-7%	-1
COC(=O)C1=C(c2ccc(Cl)c(C(F)(F)F)c2)C[C@@H]2CC[C@H]1N2C(=O)NCCOc1ccccc1	-0.8%	?	nt	5%	-4%	-4%	-5%	-54%	-4%	5
O=C(CCC(=O)N1C[C@H]2C[C@@H](C1)c1cccc(=O)n1C2)NCc1ccccc1	0.1%	10%	1%	-3%	0%	nt	-3%	2%	13%	-1
CCOC(=O)c1cc(CC)sc1/N=C/C1C(=O)NC(=S)NC1=O	-0.1%	5%	?	-8%	?	0%	8%	9%	10%	-2
C#C[C@@]1(O)CCC2C3CCC4=C/C(=N/OCC(=O)NC(C(=O)O)C(C)O)CC[C@]4(C)C3CC[C@@]21C (stereo partly specified)	0.8%	4%	13%	-27%	0%	-3%	-1%	-14%	?	-2
C=CCn1c(O)c(C(C)=Nc2ccc(C(=O)OCC)cc2)c(=O)[nH]c1=O	-0.4%	21%	1%	-1%	-4%	3%	7%	-4%	-14%	1
C[C@]12CCC3C(CC[C@H]4C[C@H](O)CC[C@]34C)C1CC(=O)[C@@H]2O (stereo partly specified)	-1.1%	-30%	nt	-3%	-6%	-8%	4%	-15%	0%	nt
CCCOc1ccccc1NP(=O)(Oc1ccccc1)Oc1ccccc1	-0.5%	16%	1%	16%	-3%	-6%	-1%	-2%	0%	?
CC(=O)N1N=C2C3CCN(CC3)C2C1c1cccc2ccccc12 (stereo unspecified)	-0.1%	8%	-5%	4%	-3%	-11%	2%	12%	-5%	-2
CC(=NCCC1=CCCCC1)c1c(O)n(C)c(=O)n(C)c1=O	-0.1%	?	-3%	nt	-6%	6%	5%	-51%	29%	-6
Fc1ccccc1CNC1CN2CCC1CC2 (stereo unspecified)	0.5%	9%	-2%	5%	-2%	-3%	-4%	-16%	-7%	1
O=C1NC(=O)N(c2ccccc2)C(=O)/C1=C\c1ccc([N+](=O)[O-])o1	-0.6%	2%	?	3%	nt	-1%	nt	nt	nt	nt
Cc1cc(OCc2nn[nH]n2)c2c3c(c(=O)oc2c1)CCCC3	-1.0%	0%	-6%	7%	-11%	10%	-20%	5%	20%	0
O=c1[nH]c(=O)n(C2CCCCCC2)c(O)c1C=NCc1cccnc1	0.1%	9%	-3%	48%	-2%	-2%	11%	-12%	8%	3
CCOC(=O)[C@]12Cc3cc(OC)ccc3[C@H]1N(Cc1ccccc1)C(=O)c1cc(F)c(F)cc12	nt	nt	nt	nt	-12%	nt	-2%	-5%	14%	nt
CN1C(=O)N(C)C(=O)C2(Cc3c(ccc4ccccc34)N(C)C2)C1=O	-0.1%	1%	-1%	-2%	-5%	-19%	-2%	1%	-21%	-3
C#CCN1CCN(c2ccc(F)cc2)CC1	-0.3%	4%	10%	4%	-4%	-3%	5%	-4%	0%	0
O=C(C1CCCN(S(=O)(=O)c2cccc3nsnc23)C1)N1CCC2(CC1)OCCO2 (stereo unspecified)	0.0%	-2%	2%	2%	-9%	13%	-2%	-31%	-15%	-9
COc1ccc2nc3c(C)n(C)ccc-3c2c1	nt	nt	nt	nt	-6%	nt	-3%	-12%	23%	nt
CC(C)(C)C(=O)N1Cc2ccccc2-n2nncc2C1	nt	nt	nt	nt	-2%	nt	-6%	4%	-1%	nt
CCCC(C)C(=O)NC1CCSC1=O (stereo unspecified)	-0.8%	5%	7%	4%	-2%	1%	2%	0%	17%	-2
C#CCOCCOCCOCCNc1nc(N2CCN(C(=O)CCCCCCCCCCNC(=O)[C@H]([C@@H](C)CC)n3cc(CCCCN=C(N)N)nn3)CC2)nc(N2CCN(C(=O)CCCCCCCCCCNC(=O)[C@H](CO)n3cc(CCCCCN)nn3)CC2)n1	0.0%	?	nt	15%	-1%	0%	-9%	-44%	-26%	7
C=CCNC(=S)Nc1ccc(OC(=O)Nc2ccc(Cl)c(Cl)c2)cc1	-0.1%	5%	-4%	-4%	-1%	7%	0%	5%	9%	3
Cc1cc(N2CCCC2)ccc1C=C(C#N)C#N	-0.1%	-13%	?	-4%	?	2%	4%	-39%	20%	0
CNC(=O)Nc1ccc(C(O)(C(=O)OC)C(F)(F)F)cc1 (stereo unspecified)	-0.8%	?	-2%	5%	-2%	5%	5%	0%	2%	0
CCCCCn1c(=O)c(C(=O)Nc2ccccc2N)c(O)c2ccccc21	0.4%	-14%	11%	4%	0%	9%	-2%	-27%	-18%	2
CCOP(=O)(OCC)/C(C#N)=C/c1ccoc1	0.0%	3%	-3%	-6%	-9%	-1%	-8%	-1%	-5%	2
O=C(c1cccs1)c1cn(Cc2ccccc2Cl)c2ccccc12	-0.1%	-4%	-3%	7%	-4%	2%	3%	-28%	2%	0
CCN1CCC2(CC1)NC(CO)(CO)CO2	0.0%	1%	4%	-1%	-3%	3%	-1%	18%	14%	0
CC(C)C(=O)NC(Oc1ccccc1Cl)C(Cl)(Cl)Cl (stereo unspecified)	0.2%	1%	-2%	-7%	-2%	1%	2%	11%	-24%	-5
CCOP(=S)(NN(Cc1ccccc1)C(=O)c1ccccc1)OCC	-0.8%	9%	5%	-2%	-1%	-3%	-12%[46.1 µM]	-24%	-5%	?
O=C1CN(O)C(c2ccccc2Cl)=c2cc(Br)ccc2=N1	-0.3%	-2%	10%	-26%	1%	-2%	-13%	-15%	?	0
COc1cc(C(C)=O)ccc1OCc1cc(C(=O)N(C)CCC2CCCCO2)no1 (stereo unspecified)	0.2%	?	11%	0%	-3%	?	9%	3.5µM*	-28%	0
Oc1ccc(Cl)cc1Cc1ccccc1	nt	nt	-1%	nt	-5%	nt	-3%	13%	-22%	nt
Cc1cc(=O)oc2c(C)c(OCC(=O)N3CCC(C(=O)O)(c4ccccc4)CC3)ccc12	0.1%	12%	-6%	-9%	-1%	nt	0%	7%	-8%	6
CC1CCCCN1Cc1c[nH]c2ccccc12 (stereo unspecified)	-0.7%	6%	35%[activator]	8%	2%	3%	-4%	-32%	-40%[inhibitor]	-4
CC(=O)Cc1ccc(OC(C)C)cc1	0.2%	13%	2%	0%	-1%	-1%	2%	-13%	2%	2
CCC12C=CCN3CCC4(c5cc(Br)c(OC)cc5N(C)C4C(O)(C(=O)OC)C1OC(C)=O)C32 (stereo unspecified)	-0.3%	0%	-3%	-12%	-2%	0%	-1%	-21%	19%	?
CC1C(c2cccs2)=[N+]([O-])C(C)(C(=O)c2ccc(F)cc2)N1O (stereo unspecified)	nt	nt	nt	nt	3%	nt	8%	2%	-8%	nt
CN(C/N=C(\N)N[N+](=O)[O-])S(=O)(=O)c1ccccc1	-0.1%	15%	24%	3%	-1%	0%	0%	14%	6%	-3
CC(OC(=O)c1cn(C)c2ccccc12)C(=O)N(C)c1ccccc1 (stereo unspecified)	-0.1%	-1%	nt	4%	-2%	-8%	2%	-5%	22%	16
CCCCn1c(=O)c(C(=O)Nc2ccccc2S(N)(=O)=O)c(O)c2ccccc21	0.3%	-15%	-16%	2%	-9%	?	nt	-36%	6%[7.66 µM]	3
CSc1ncc(/C=C2/C(=O)NC(=O)N(C3CCCCC3)C2=O)cn1	-0.3%	-7%	44%[activator]	28%	1%	-6%	2%	nt	-1%	1
CNCCc1ccccc1	-0.1%	2%	2%	-54%[inhibitor]	nt	-1%	nt	nt	nt	-2
C1=C(CCNCc2ccccc2)CCCC1	5.5%	2%	2%	1%	-2%	0%	7%	3%	5%	0
